Assay outcomes deposited in PubChem BioAssay by several laboratories.
West Nile virus CPE: West Nile virus antiviral activity, cell-based, CPE readout (AID 1621); West Nile virus-infected cells, CPE inhibition; higher % means a stronger effect; 0.02% of 290,000 active; CPE inhibition, % at 10 µM; hits with a dose series show IC50 in µM; in the data active means a potency from the dose series; inconclusive means CPE inhibition mostly from about 3.7% at the one dose, without a potency; inactive means the rest, 99 in 100 with CPE inhibition below about 2.2%; further: strong numbers were not always called active
PhoP inhibition: inhibitors of PhoP regulon expression, primary screen, Salmonella Typhimurium, GFP reporter (AID 1863) | S. Typhimurium PhoP-regulated promoter GFP reporter, 4 h; higher % means a stronger effect | inhibition, % at 50 µM; hits with a dose series show IC50 in µM | 0.16% of 300,000 active;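 active means inhibition over 29.93%, a cutoff 3 SD above the screen mean, later confirmed by dose response; inconclusive means inhibition over 29.93% but no dose response follow-up; inactive means inhibition at most 29.93% or unconfirmed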;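 further: 0% = low Mg2+ inducing control and 100% = high Mg2+ repressing control; strong numbers were not always called active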
SIAH1 antagonists: Siah-1 peptide-binding antagonists, primary screen, biochemical, fluorescence polarization, rhodamine-plectin, uHTS (AID 1817). Siah-1 / rhodamine-plectin peptide fluorescence polarization; higher % means a stronger effect. displacement, % at 20 µM, or IC50 in µM where a hit was titrated. 0.02% of 290,000 active;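 active means displacement of at least 50% at 20 µM, with a fluorescence ratio check between 0.3 and a set limit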;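 further: plate controls were Siah plus tracer with DMSO for no effect and tracer alone without Siah for full effect; strong numbers were not always called active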
Active calls of the source: *; ? = inconclusive. Not all compounds are listed; the hit share may differ from the screen's.

West Nile virus CPE	PhoP inhibition	SIAH1 antagonists	SMILES
-0.6%	2%	-4%	CCCNC(=O)COc1coc(CN2CCN(c3ccccc3F)CC2)cc1=O
0.0%	-4%	-3%	CC(=O)c1ccc(NC(=O)CN2C(=O)COc3ccc(S(=O)(=O)N4CCCC4)cc32)cc1
1.6%	1%	14%	CCCn1c(=N)n(CC(=O)c2ccc(Cl)cc2)c2ccccc21
0.0%	-10%	4%	COc1ccc(OC)c(CCNC(=O)Cn2ccc3cc(S(=O)(=O)N4CCCC4)ccc32)c1
-0.2%	-6%	4%	CCOCCCNC(=O)c1cn(CC(C)C)c(=O)c2c1c1ccccc1n2C
0.1%	5%	6%	CCOc1ccc(NC(=O)CCN2CCN(C)CC2)cc1
-0.4%	-5%	0%	CCN1CCc2nc3sc(C(=O)Nc4cccnc4Cl)c(N)c3cc2C1
0.8%	-9%	-4%	Cc1ccc(Nc2cc(C(=O)NCCCN3CCOCC3)c3ccccc3n2)cc1C
?	-6%	1%	CC(C)c1ccc(NC(=O)C2CCC(CNC(=O)[C@@H]3Cc4ccccc4CN3)CC2)cc1 (stereo not given in full)
0.2%	2%	26%	CCCNC(=O)c1ccc(N2CC3CC(C2)c2cccc(=O)n2C3)c(NC(=O)Nc2ccc(CC)cc2)c1 (stereo not given)
-0.4%	2%	-6%	Cc1ccc(NC2CCCN(C(=O)c3cn4cc(Cl)ccc4n3)C2)cc1C (stereo not given)
-0.7%	10%	4%	O=C(N=C1SC2CS(=O)(=O)CC2N1Cc1ccc(Cl)cc1)C1CCCO1 (stereo not given)
-0.9%	-3%	-3%	CCN(C(=O)c1ccc2c(=O)n3c(nc2c1)CCCCC3)c1ccc(F)cc1
-0.6%	7%	10%	Fc1cccc(CNCc2ccc3c(c2)OCO3)c1
-0.3%	-6%	1%	O=C(NCCNC(=O)c1cnccn1)c1ccc(Cl)cc1
0.3%	-1%	5%	CC(NC(=O)c1nn(C)c2c1CS(=O)(=O)c1ccccc1-2)c1ccccc1 (stereo not given)
-0.1%	-3%	-2%	CCOc1ccc(CCNC(=O)CCNC(=O)c2ccco2)cc1OCC
2.5%	0%	-2%	COc1ccc(-n2nc(C(=O)NCC(=O)N3CCN(c4ccccc4OC)CC3)c3ccccc3c2=O)cc1OC
-0.3%	-6%	9%	O=C1C(=O)N(CCN2CCOCC2)C(c2cccc(Cl)c2)/C1=C(\O)c1ccc2c(c1)OCCO2 (stereo not given)
-0.4%	-11%	5%	CCc1nn(CCCC(=O)N2CCC(C)CC2)c(=O)c2cc3occc3n12
-0.5%	3%	-6%	S=c1[nH]nc(COc2ccccc2)n1/N=C/c1cccc(Br)c1
0.6%	1%	1%	Cc1c(Cl)cccc1NC(=O)CCN1CCN(CCO)CC1
-0.3%	-3%	-1%	CC(CNC(=O)CCS(=O)(=O)c1ccc2c(c1)oc(=O)n2C)c1ccccc1 (stereo not given)
-0.7%	-6%	-5%	O=C(NCC1CCCO1)c1ccc(NC(=O)c2ccc([N+](=O)[O-])cc2)cc1 (stereo not given)
1.2%	-2%	-2%	COc1cc(CNc2nnnn2C)cc(OC)c1OC
-0.1%	24%	11%	Cc1cc(C(F)(F)Cl)n2ncc(-c3ccccn3)c2n1
-0.8%	10%	2%	CCN(CC)S(=O)(=O)c1ccc(C)c(NC(=S)N2CCN(c3ccccn3)CC2)c1
-0.4%	-1%	5%	O=[N+]([O-])c1ccccc1S(=O)(=O)N1CCN(C2CCN(Cc3ccccc3)CC2)CC1
-0.4%	-2%	5%	CCOc1ccc(S(=O)(=O)NC(=O)c2ccccc2)cc1
-0.3%	14%	-4%	COCc1c(C(=O)N/N=C/c2ccncc2)nnn1-c1nonc1N
-0.9%	4%	23%	C[C@]1(CO)CCC[C@@]2(C)C1CC[C@@H](CO)[C@@H]2CCc1ccoc1 (stereo not given in full)
-0.6%	12%	4%	Cc1cccc(CCNC(=O)CCNS(=O)(=O)c2cc(Br)cnc2N)c1
-0.2%	1%	0%	CCOc1cc(/C=N/NC(=O)c2ccc3c(c2)OCCO3)cc(Br)c1O
1.1%	1%	1%	O=C(NCc1cccnc1)c1ccc(NC(=O)c2ccc(Br)cc2)cc1
0.1%	1%	4%	CC1=CC(c2ccc(Cl)cc2)n2nc(NC(=O)CCCC(=O)O)nc2N1 (stereo not given)
-0.9%	6%	2%	CCN(CC)S(=O)(=O)c1ccc(-n2cnc3cc(C)c(C)cc32)nc1
-0.2%	-3%	7%	CC(NC(=O)CN1CCOCC1)c1ccc(F)cc1 (stereo not given)
0.1%	-1%	-5%	COc1cc(CNc2ccc3[nH]c(=O)[nH]c3c2)ccc1OCc1ccc(F)cc1
-1.2%	10%	-5%	COc1ccc(COC(=O)C2=C(C)NC(=O)NC2c2ccc(OC)cc2)cc1 (stereo not given)
0.4%	-5%	1%	Cc1nn(CC(=O)Nc2ccc3nc4n(c(=O)c3c2)CCCC4)c(C)c1[N+](=O)[O-]
-0.4%	27%	-3%	O=C1c2ccsc2SCCN1Cc1ccc(F)cc1
-0.3%	3%	-2%	COc1ccc(C)cc1S(=O)(=O)N1CCN(C(=O)c2ncoc2-c2ccccc2F)CC1
-0.4%	-9%	0%	COc1ccccc1CNC(=O)CNC(=O)[C@@H]1Cc2ccccc2CN1
0.7%	-3%	39%	C/C(=N\NC(=O)c1c(Cl)cnn1C)c1ccc(NC(=O)c2ccc(Br)o2)cc1
0.5%	6%	1%	COc1ccc(CNC(=O)[C@H](Cc2ccccc2)NC(=O)C2CCN(C(=O)[C@H](C)N)CC2)cc1
0.0%	-3%	4%	O=C(C1CCCN(S(=O)(=O)c2cc(Cl)ccc2Cl)C1)N1CCCCCC1 (stereo not given)
0.1%	7%	-4%	CCN(c1ccc(OC)cc1)S(=O)(=O)c1ccc2c(c1)NC(=O)CS2
0.3%	-11%	-1%	CCc1nnc(SCC(=O)N2CCc3ccccc32)n1CC
1.1%	2%	11%	COc1ccc(Cl)cc1NC(=O)COc1ccc(S(=O)(=O)N2CCOCC2)cc1C
-0.5%	-1%	22%	CC1CC(C)CN(CCCNC(=O)C2CCCN(S(=O)(=O)N3CC(C)CC(C)C3)C2)C1 (stereo not given)
1.6%	-3%	4%	O=C(O)CC(CC(=O)N1CCOCC1)c1ccccc1 (stereo not given)
0.8%	-4%	-3%	Cc1cccc(/C(N)=N/OC(=O)c2ccncc2)c1
-0.9%	10%	0%	CN(C)c1cccc(C(=O)NCc2ccc3c(c2)OCO3)c1
-0.4%	-11%	0%	O=C(Nc1cccc(C(F)(F)F)c1)C1CCN(S(=O)(=O)c2cccnc2)CC1
-1.1%	2%	6%	O=C(c1ccc(Br)o1)N1CCN(CCOc2ccccc2)CC1
-0.8%	-9%	6%	Cc1ccccc1CNC(=O)CCC(=O)N1Cc2ccccc2Oc2ncccc21
0.4%	5%	10%	Cc1ccc(-c2c(C(=O)N/N=C/c3cccs3)nnn2-c2nonc2N)cc1
0.1%	-3%	0%	COC(=O)c1ccc(N(C(=O)CNC(=O)c2ccco2)C(C(=O)NCC2CCCO2)c2ccc(OC)c(OC)c2)cc1 (stereo not given)
-0.2%	-5%	0%	O=C(Nc1ccc(NC(=O)c2cc3ccccc3o2)cc1)c1ccco1
0.3%	-3%	1%	O=C(O)[C@@H]1CCCN1C(=O)CCc1c[nH]c2ccccc12

(next part)
West Nile virus CPE	PhoP inhibition	SIAH1 antagonists	SMILES
-0.4%	14%	9%	C=C(C)CN(Cc1ccccc1)C(=S)Nc1ccccc1
?	-3%	-4%	CNC(=O)c1c(NC(=O)c2ccc(S(=O)(=O)N3CCCCC3)cc2)sc2c1CCN(C(C)C)C2
0.1%	3%	-3%	O=C(CCN1CCCO1)NC1CCCc2c1cnn2-c1ccccc1F (stereo not given)
-0.5%	12%	10%	CCc1nnc(N/N=C/c2cc(C)c(C)cc2C)n1N
-0.1%	-2%	-1%	COc1cccc(CN2CC(C(=O)N3CCCO3)CCC2=O)c1 (stereo not given)
0.8%	-4%	0%	Cc1ccc(C23CC4CC(CC(C(=O)NCC(=O)O)(C4)C2)C3)cc1
-0.8%	0%	3%	CCC(C(=O)NC1CCCCC1)N(C(=O)c1snc(C(N)=O)c1N)c1ccc(OC)cc1OC (stereo not given)
-0.3%	4%	-1%	Cc1cc(C)c(C#N)c(OCC(=O)Nc2ccccc2)n1
0.8%	9%	2%	COC(=O)c1cc(CNC(=O)c2ccccc2OCc2c(C)noc2C)ccc1OC
-0.5%	-5%	2%	Cn1c(N2CCOCC2)c(C=O)c2ccccc21
1.5%	-3%	3%	CCn1c(C)nnc1SCC(=O)NC1CCCCCC1
-0.7%	-7%	4%	CC(C)C(C)NC(=O)CN1C(=O)NC2(CCc3ccccc32)C1=O (stereo not given)
-0.8%	0%	-5%	Nc1nc(-c2ccccc2)c(-c2ccccc2)n1N
-0.3%	3%	2%	O=C(Cn1ccc2ccccc2c1=O)NCCC(=O)N1CCCCC1
1.1%	0%	4%	COc1ccccc1NC(=S)NC(=O)Cc1ccc(Cl)cc1
-0.6%	4%	14%	O=c1[nH]c(C2CCN(S(=O)(=O)c3ccc(S(=O)(=O)NC4CC4)cc3)CC2)nc2c1nnn2Cc1ccccc1
-0.1%	3%	0%	Cc1ccc(-c2noc(C3CCCN(C(=O)c4ccccc4Br)C3)n2)o1 (stereo not given)
0.2%	0%	-2%	Cc1c(Cl)cccc1NC(=O)CCN1CCN(C)CC1
0.0%	-1%	-2%	CN1C(=O)c2ccccc2N(C)C1c1ccc(F)cc1 (stereo not given)
-0.2%	5%	-2%	CN=C1S/C(=C\c2ccc(OCC(=O)OC)c(OC)c2)C(=O)N1C
-0.5%	-9%	14%	COc1cccc(CNC(=O)Cn2ccc3cc(S(=O)(=O)N4CCC(C)CC4)ccc32)c1
-0.5%	-3%	-1%	COc1ccc(OC)c(N(CC(=O)NCC2CCCO2)S(=O)(=O)c2ccccc2)c1 (stereo not given)
-0.8%	1%	8%	COCCNC(=O)CN(Cc1ccccc1)S(=O)(=O)c1ccc2nc(C)sc2c1
-1.2%	-1%	6%	Cc1cc(C)cc(C(=O)NC(CC(N)=O)c2ccc(N3CCN(c4ccccc4)CC3)c([N+](=O)[O-])c2)c1 (stereo not given)
0.2%	-6%	4%	Cc1ccc(CN2CCC(CNC(=O)Nc3ccccc3F)CC2)cc1
-1.3%	8%	-1%	COc1ccc(N2CCN(CCNS(=O)(=O)c3ccc(C)cc3)CC2)cc1
-0.4%	-2%	4%	Cc1ccccc1S(=O)Cc1ccc(C(=O)NC2CC2)o1 (stereo not given)
-0.6%	6%	7%	c1ccc(C2CNCCc3ccccc32)cc1 (stereo not given)
-0.8%	-2%	-3%	Clc1ccc(OCCCCCN2CCOCC2)cc1
-0.3%	2%	14%	Cc1ccc(N2CC(C(=O)N3CCCCCC3)CC2=O)cc1 (stereo not given)
0.0%	-3%	3%	COc1ccc(NC(=O)CS(=O)CC(=O)Nc2ccc(-n3cnnn3)c(C)c2)cc1 (stereo not given)
-0.1%	-2%	3%	O=C(NCCc1ccccc1)C(=O)NCC1OCCN1S(=O)(=O)c1ccc(Br)cc1 (stereo not given)
0.5%	-3%	-4%	O=C(Cn1nc(C(=O)O)c2ccccc2c1=O)Nc1ccccc1C(F)(F)F
0.1%	13%	10%	O=C(N/N=C/c1cccnc1)c1ccc(NC(=O)c2ccc(Cl)cc2)cc1
-0.9%	-6%	-6%	Cc1cc(C)c(S(=O)(=O)N2CCN(C(=O)CCn3nc(C)c(C)c3C)CC2)c(C)c1
0.1%	12%	-2%	C/C(=N\NC(=O)c1cccnc1)c1ccccc1
-0.4%	-5%	2%	Cc1ccc(NC(=O)CN(C)C(=O)c2cccc(Br)c2)cc1
?	7%	-5%	O=C(CSc1n[nH]c(-c2ccccn2)n1)Nc1cccc(Cl)c1
